mHTT-CaM PPI inh = mHTT-calmodulin interaction abrogation; AID 1671202; hit rate 3.6% among 190,000; AlphaScreen His-mHTT/GST-CaM binding, luminescence; inhibition, % at 15 µM;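 further: 0% = both proteins with DMSO and 100% = one protein alone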
Target sequence (P42858 whole entry, looked up, stated change not applied): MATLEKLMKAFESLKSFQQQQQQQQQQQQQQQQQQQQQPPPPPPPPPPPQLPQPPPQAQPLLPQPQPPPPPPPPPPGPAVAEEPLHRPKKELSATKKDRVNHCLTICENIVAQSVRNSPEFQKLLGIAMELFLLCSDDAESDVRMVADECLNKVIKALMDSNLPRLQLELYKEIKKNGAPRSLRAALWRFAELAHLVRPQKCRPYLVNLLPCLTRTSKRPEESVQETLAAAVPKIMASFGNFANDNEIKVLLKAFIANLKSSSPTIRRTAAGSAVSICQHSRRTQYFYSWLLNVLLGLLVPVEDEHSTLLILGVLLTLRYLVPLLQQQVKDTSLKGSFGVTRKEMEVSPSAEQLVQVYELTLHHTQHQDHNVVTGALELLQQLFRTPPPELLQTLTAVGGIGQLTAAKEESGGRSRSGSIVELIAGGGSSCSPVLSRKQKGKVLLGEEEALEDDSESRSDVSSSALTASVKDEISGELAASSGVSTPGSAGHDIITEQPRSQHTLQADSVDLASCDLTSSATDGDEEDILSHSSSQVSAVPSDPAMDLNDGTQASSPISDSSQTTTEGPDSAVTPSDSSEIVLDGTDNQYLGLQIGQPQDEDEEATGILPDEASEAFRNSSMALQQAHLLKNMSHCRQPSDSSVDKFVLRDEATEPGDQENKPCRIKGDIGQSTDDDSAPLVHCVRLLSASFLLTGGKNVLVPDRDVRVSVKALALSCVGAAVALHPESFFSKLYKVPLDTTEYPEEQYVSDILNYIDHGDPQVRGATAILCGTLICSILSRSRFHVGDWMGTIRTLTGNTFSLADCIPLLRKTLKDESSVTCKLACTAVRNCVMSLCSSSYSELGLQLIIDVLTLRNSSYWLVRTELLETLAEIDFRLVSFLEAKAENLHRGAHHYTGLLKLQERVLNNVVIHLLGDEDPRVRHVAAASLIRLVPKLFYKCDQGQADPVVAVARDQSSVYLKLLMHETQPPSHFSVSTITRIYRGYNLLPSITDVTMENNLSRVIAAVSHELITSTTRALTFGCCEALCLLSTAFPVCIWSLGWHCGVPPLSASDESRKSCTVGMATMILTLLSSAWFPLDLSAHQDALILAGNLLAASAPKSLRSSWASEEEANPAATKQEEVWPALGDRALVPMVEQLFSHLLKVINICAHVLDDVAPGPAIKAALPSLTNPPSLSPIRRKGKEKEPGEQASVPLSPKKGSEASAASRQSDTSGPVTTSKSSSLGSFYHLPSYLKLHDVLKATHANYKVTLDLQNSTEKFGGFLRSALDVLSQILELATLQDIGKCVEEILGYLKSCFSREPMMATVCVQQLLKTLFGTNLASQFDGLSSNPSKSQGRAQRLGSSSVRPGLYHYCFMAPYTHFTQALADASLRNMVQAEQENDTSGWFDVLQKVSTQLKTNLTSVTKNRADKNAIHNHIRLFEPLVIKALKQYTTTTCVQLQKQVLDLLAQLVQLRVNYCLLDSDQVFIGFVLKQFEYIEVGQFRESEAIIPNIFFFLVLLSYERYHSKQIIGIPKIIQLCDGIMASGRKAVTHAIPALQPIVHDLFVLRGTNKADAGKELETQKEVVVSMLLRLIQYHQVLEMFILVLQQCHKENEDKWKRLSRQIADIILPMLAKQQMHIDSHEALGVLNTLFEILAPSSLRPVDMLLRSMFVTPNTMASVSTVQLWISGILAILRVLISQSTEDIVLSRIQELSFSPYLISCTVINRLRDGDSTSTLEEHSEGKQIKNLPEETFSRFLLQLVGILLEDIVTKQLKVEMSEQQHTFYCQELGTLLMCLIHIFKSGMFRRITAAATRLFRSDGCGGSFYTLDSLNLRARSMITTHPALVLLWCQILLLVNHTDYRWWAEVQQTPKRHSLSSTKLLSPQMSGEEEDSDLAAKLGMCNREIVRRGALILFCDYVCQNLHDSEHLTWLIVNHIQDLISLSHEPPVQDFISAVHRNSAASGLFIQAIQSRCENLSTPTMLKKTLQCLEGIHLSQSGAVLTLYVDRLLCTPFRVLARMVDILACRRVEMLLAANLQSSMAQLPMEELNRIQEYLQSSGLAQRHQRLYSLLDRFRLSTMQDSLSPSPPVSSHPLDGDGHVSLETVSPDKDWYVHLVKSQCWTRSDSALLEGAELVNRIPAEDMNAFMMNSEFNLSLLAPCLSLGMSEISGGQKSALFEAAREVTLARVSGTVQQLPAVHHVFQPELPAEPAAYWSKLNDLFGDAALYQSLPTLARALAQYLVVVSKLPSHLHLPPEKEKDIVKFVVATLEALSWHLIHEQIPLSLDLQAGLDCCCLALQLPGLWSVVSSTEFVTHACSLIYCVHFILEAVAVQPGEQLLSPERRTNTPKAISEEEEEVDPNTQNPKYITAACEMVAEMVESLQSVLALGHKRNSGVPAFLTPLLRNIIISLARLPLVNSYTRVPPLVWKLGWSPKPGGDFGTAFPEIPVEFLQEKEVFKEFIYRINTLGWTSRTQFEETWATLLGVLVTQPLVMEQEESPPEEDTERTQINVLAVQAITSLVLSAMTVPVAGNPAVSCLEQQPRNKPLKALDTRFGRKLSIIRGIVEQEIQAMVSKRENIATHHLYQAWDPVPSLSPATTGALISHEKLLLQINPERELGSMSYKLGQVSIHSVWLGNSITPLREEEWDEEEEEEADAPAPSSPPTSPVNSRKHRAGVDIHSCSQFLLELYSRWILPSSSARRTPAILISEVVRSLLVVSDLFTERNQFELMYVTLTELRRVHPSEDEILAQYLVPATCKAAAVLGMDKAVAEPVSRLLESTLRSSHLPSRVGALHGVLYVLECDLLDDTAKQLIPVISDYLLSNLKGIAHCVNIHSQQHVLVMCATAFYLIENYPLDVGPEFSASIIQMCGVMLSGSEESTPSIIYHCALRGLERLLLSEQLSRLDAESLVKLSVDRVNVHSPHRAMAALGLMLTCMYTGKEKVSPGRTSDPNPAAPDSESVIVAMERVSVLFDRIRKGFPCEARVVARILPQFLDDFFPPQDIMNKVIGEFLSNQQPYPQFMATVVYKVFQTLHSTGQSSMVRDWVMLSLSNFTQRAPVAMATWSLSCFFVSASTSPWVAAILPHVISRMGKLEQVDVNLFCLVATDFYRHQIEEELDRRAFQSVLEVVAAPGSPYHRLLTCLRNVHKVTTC
Pf apPOL inh = Pf-apPOL DNA polymerase inhibition; Recombinant Pf-apPOL, molecular beacon fluorescence, 1.5 h; inhibition, % at 10 µM; hit rate 0.25% among 210,000; AID 1794808
* hit, by the source's call; i = inactive; / = no result given; & = joins results of further samples. No stated cut-off is given here; in the data, active means inhibition above about 50%; inactive means the rest. Outcome played no part in choosing rows. Share with any hit: about 3.5%.

SMILES	mHTT-CaM PPI inh	Pf apPOL inh
CCC(=O)N1CCN(S(=O)(=O)c2ccc(C)cc2)C1c1ccc(OC)cc1 (stereo unspecified)	9.0	-13.2
Cc1cc(-n2c(SCC(=O)Nc3ccccc3)nnc2-c2cccnc2)ccc1Cl	4.0	-11.1
COc1ccccc1CNC(=O)Cc1cn(C)c2ccccc12	10.0	-2.4
C[C@H]1[C@@H]2C[C@H]([C@H]3CCCCN31)[C@H](OC(=O)Nc1ccc(F)cc1)C2	-9.9	-6.1
COCCCNC1=NCCNC12CCN(S(=O)(=O)c1ccc(C)c(C)c1)CC2	8.3	-0.4
CCN(C(=O)c1cc2cccc(OC)c2oc1=O)C1CCCCC1	-0.3&11.0	-1.7&-0.5
Cc1ccc(-n2nnnc2SCC(=O)c2ccccc2)c(C)c1	/	6.3
Cc1ccc(CSc2ccc(C(F)(F)F)cn2)cc1	/	1.4
N#Cc1cccc(C(=O)N2CCC3(CC2)NC(=O)N(Cc2cccc(Cl)c2)C3=O)c1	11.4	-4.8
C=CCOc1ccc(/C=C2/SC(=Nc3cccc(C(=O)O)c3)NC2=O)cc1OC	58.0*	-4.6
C=CC(C)(C)OCC(O)CN1CCC(C)CC1 (stereo unspecified)	0.3	-1.9
CCSc1ccc(-c2cccc(NC(C)=O)c2)nn1	2.7	-7.3
COc1cccc(NC(=O)Cc2ccccc2[N+](=O)[O-])c1	-1.6	-0.9
COC(=O)c1c(C)oc(C)c1S(=O)(=O)NCc1cccs1	/	-7.7
O=C(NCc1ccc(Cl)cc1)C1CCCN(c2cnn(Cc3ccccc3)c(=O)c2)C1 (stereo unspecified)	17.4	-6.1
NS(=O)(=O)c1ccc(NC(=O)CN2CCOCC2)cc1	/	0.0
COc1ccc(CNC(=O)c2cn3ccc(C)cc3n2)cc1	-3.1	2.5
COc1ccc(C2Oc3ccccc3C3=C2C(c2cccs2)n2ncnc2N3)cc1 (stereo unspecified)	46.0	-7.1
CC=Cc1ccc(OC(C)C(O)c2ccc(O)c(OC)c2)c(OC)c1 (stereo unspecified)	/	-2.4
Cc1ccc(C(=O)N2CCC(CC(=O)NCCN3CCCCC3C)CC2)cc1 (stereo unspecified)	3.2	-2.6
CS(=O)(=O)N1N=C(c2ccccc2)CC1c1cc2cc3c(cc2nc1Cl)OCO3 (stereo unspecified)	8.0	-9.9
Cc1c(C(=O)NC(C)C)oc2ccc(S(=O)(=O)N3CCC4(CC3)OCCO4)cc12	14.0	12.9
CCc1ccc(-c2[nH]ncc2CN2CCCC2c2cc(C(C)C)on2)cc1 (stereo unspecified)	29.2	-3.0
CCOc1cccc2c1OC1(C)C(C)C2NC(=O)N1c1ccc(Cl)cc1 (stereo unspecified)	1.0	-7.4
OCC1OCOC(CO)C(O)C1O (stereo unspecified)	/	-8.0
COc1ccc(CCS(=O)(=O)NCC(c2ccsc2)N2CCN(C)CC2)cc1 (stereo unspecified)	-7.6	-3.4
CCC(C)NC(=O)c1cnn2c(C)c(Cc3c(C)cc(C)cc3C)c(C)nc12 (stereo unspecified)	27.0	31.0
COCCN(CCOC)S(=O)(=O)CCNC(=O)c1ccccc1	10.1	7.9
CCOC(=O)C(C#N)c1c([N+](=O)[O-])c(=O)n(-c2ccccc2)c2ccccc12 (stereo unspecified)	/	18.2
O=[N+]([O-])c1cccc(S(=O)(=O)N2CCSC2c2ccc(Br)cc2)c1 (stereo unspecified)	26.0	-0.2
CCn1c(C2CCN(C(=O)NCc3cccc(OC)c3)C2)nc2cccnc21 (stereo unspecified)	3.1	-3.5
Cc1ccc(Cc2nc(CSc3ccccc3)cs2)cc1	-110.1	-3.6
CCOC(=O)C(C#N)=CNCCc1c[nH]c2ccccc12	/	44.6
O=C(CSCc1ccccc1)NCc1cc(-c2ccc(F)cc2F)on1	-9.6	-2.0
O=c1cc(O)nc(SCc2ccc(Cl)cc2)[nH]1	3.5	-9.4
C=CCNC(=O)CN(Cc1ccc(C)cc1)S(=O)(=O)c1ccc(C)cc1	-5.5	-18.2
CC(NC(=O)Cn1c(=O)[nH]c2ccsc2c1=O)C12CC3CC(CC(C3)C1)C2 (stereo unspecified)	6.0	-1.5
O=Cc1ccc(OCc2ccc([N+](=O)[O-])cc2)c(Cl)c1	5.4	-9.9
CCCCNC(=O)O[C@@H]1C[C@H]2C[C@@H]1[C@H]1CCCCN1C2	16.9	-5.1
CCn1cc(CN2CCC(C(=O)NCc3ccccc3Cl)CC2)c2ccccc21	12.8	-2.4
Cc1cc(C)c(NC(=O)C2CCCCC2)c(Cl)c1	-3.6	-3.1
CC(C)COC(=O)C(C)Sc1n[nH]c(=O)[nH]c1=O (stereo unspecified)	-6.6	/
Cc1ccc(N=C2C(=O)N(CN3CCOCC3)c3ccccc32)cc1	6.0	-5.1
CN1/C(=C\C=C2C(=O)CC(C)(C)CC2=O)C(C)(C)c2ccccc21	19.0	-418.9
O=C(c1ccc(Cl)cc1)N1CCn2c1nc1ccccc12	-4.0&-1.1	-1.2&-2.4
Oc1ccc(N=Nc2ccccc2)c(O)c1	/	36.2
CC1C=CCC2C(=O)N(c3cc([N+](=O)[O-])ccc3F)C(=O)C12 (stereo unspecified)	-8.0	-5.4
C=CCn1c(SCc2nc3ccccc3[nH]2)nc2sc(CC)cc2c1=O	4.0&-5.0	-5.5&-2.2
Nc1n[nH]c(-c2cccc([N+](=O)[O-])c2)n1	1.5	-5.0
O=C(Cc1ccccc1Cl)N1CCN(c2nc(CN3CCCC3)cs2)CC1	7.4	-0.2
(further entries)
SMILES	mHTT-CaM PPI inh	Pf apPOL inh
O=C1C(=O)N(C(=O)Nc2ccc(Cl)c(Cl)c2)c2ccccc21	1.0	29.8
Cn1nc(C(=O)O)cc1C(F)(F)F	-1.8	/
CN(C(=O)Cc1c(C(=O)O)[nH]c2ccc(Cl)cc12)c1ccccc1F	11.0	-2.2
O=C(CCCc1ccccc1)Nc1ccc2c(c1)OCO2	-0.9	-5.0
Cc1ccc(NC(=O)c2ccc(-c3ccc(F)cc3)nc2)cc1	-7.2	-2.5
O=C1C2CCCCC2C(=O)N1CN1CCCCC1 (stereo unspecified)	7.0	5.7
CCc1cc2c(=O)c(-c3nc4ccccc4n3C)coc2c(CN2CCN(CCO)CC2)c1O	-3.1	0.9
c1ccc(-c2nnn(C34CC5CC(CC(C5)C3)C4)n2)cc1	-35.4	-1.4
CNC(=O)C1CN(C(=O)c2ccc(C)cc2C)CC12CCCC2 (stereo unspecified)	-0.5	-1.1
CCCNC(=O)C1CN(C(=O)c2ccccc2C)CC1c1ccccc1 (stereo unspecified)	-0.4	-1.4

A stretch from the list above:
SMILES	mHTT-CaM PPI inh	Pf apPOL inh
Cc1ccc(Cc2nc(CSc3ccccc3)cs2)cc1	-110.1	-3.6
CCOC(=O)C(C#N)=CNCCc1c[nH]c2ccccc12	/	44.6
O=C(CSCc1ccccc1)NCc1cc(-c2ccc(F)cc2F)on1	-9.6	-2.0
O=c1cc(O)nc(SCc2ccc(Cl)cc2)[nH]1	3.5	-9.4
C=CCNC(=O)CN(Cc1ccc(C)cc1)S(=O)(=O)c1ccc(C)cc1	-5.5	-18.2
CC(NC(=O)Cn1c(=O)[nH]c2ccsc2c1=O)C12CC3CC(CC(C3)C1)C2 (stereo unspecified)	6.0	-1.5
O=Cc1ccc(OCc2ccc([N+](=O)[O-])cc2)c(Cl)c1	5.4	-9.9
CCCCNC(=O)O[C@@H]1C[C@H]2C[C@@H]1[C@H]1CCCCN1C2	16.9	-5.1
CCn1cc(CN2CCC(C(=O)NCc3ccccc3Cl)CC2)c2ccccc21	12.8	-2.4
Cc1cc(C)c(NC(=O)C2CCCCC2)c(Cl)c1	-3.6	-3.1
CC(C)COC(=O)C(C)Sc1n[nH]c(=O)[nH]c1=O (stereo unspecified)	-6.6	/
Cc1ccc(N=C2C(=O)N(CN3CCOCC3)c3ccccc32)cc1	6.0	-5.1
CN1/C(=C\C=C2C(=O)CC(C)(C)CC2=O)C(C)(C)c2ccccc21	19.0	-418.9
O=C(c1ccc(Cl)cc1)N1CCn2c1nc1ccccc12	-4.0&-1.1	-1.2&-2.4
Oc1ccc(N=Nc2ccccc2)c(O)c1	/	36.2
CC1C=CCC2C(=O)N(c3cc([N+](=O)[O-])ccc3F)C(=O)C12 (stereo unspecified)	-8.0	-5.4
C=CCn1c(SCc2nc3ccccc3[nH]2)nc2sc(CC)cc2c1=O	4.0&-5.0	-5.5&-2.2
Nc1n[nH]c(-c2cccc([N+](=O)[O-])c2)n1	1.5	-5.0
O=C(Cc1ccccc1Cl)N1CCN(c2nc(CN3CCCC3)cs2)CC1	7.4	-0.2
O=C1C(=O)N(C(=O)Nc2ccc(Cl)c(Cl)c2)c2ccccc21	1.0	29.8
Cn1nc(C(=O)O)cc1C(F)(F)F	-1.8	/
CN(C(=O)Cc1c(C(=O)O)[nH]c2ccc(Cl)cc12)c1ccccc1F	11.0	-2.2
O=C(CCCc1ccccc1)Nc1ccc2c(c1)OCO2	-0.9	-5.0
Cc1ccc(NC(=O)c2ccc(-c3ccc(F)cc3)nc2)cc1	-7.2	-2.5
O=C1C2CCCCC2C(=O)N1CN1CCCCC1 (stereo unspecified)	7.0	5.7
CCc1cc2c(=O)c(-c3nc4ccccc4n3C)coc2c(CN2CCN(CCO)CC2)c1O	-3.1	0.9
c1ccc(-c2nnn(C34CC5CC(CC(C5)C3)C4)n2)cc1	-35.4	-1.4
CNC(=O)C1CN(C(=O)c2ccc(C)cc2C)CC12CCCC2 (stereo unspecified)	-0.5	-1.1
CCCNC(=O)C1CN(C(=O)c2ccccc2C)CC1c1ccccc1 (stereo unspecified)	-0.4	-1.4

Next structures.
SMILES	mHTT-CaM PPI inh	Pf apPOL inh
O=C(CCc1nnc2c(N3CCCCC3)nc3ccccc3n12)NCc1ccccc1Cl	-8.4	-2.6
CC(=O)Nc1ccc(C(=O)NCc2ccc(Cl)cc2)cc1	-4.3	-9.9
CCOC(=O)c1[nH]c(C)c(C(C)=O)c1-c1ccccc1	/	-12.4
COc1ccc(C(=O)O/N=C(\N)Cc2ccccc2OC)cc1	i	-1.5
O=C(NCc1ccncc1)c1cc2cc(Cl)ccc2[nH]1	5.0	-6.2
O=C(Nc1c2c(nn1-c1ccc(F)cc1)CS(=O)C2)c1cc(Br)ccc1Cl (stereo unspecified)	-1.0	-1.8
CC(Oc1ccccc1)C(=O)Nc1nc(-c2ccccc2)cs1 (stereo unspecified)	-30.0	-14.3
O=C(CCc1conc1-c1ccccc1)NCc1ccccc1	-3.4	-0.4
Cc1ccc(-n2nc3c(c2NC(=O)c2cc4ccccc4oc2=O)CS(=O)C3)cc1 (stereo unspecified)	6.0	-15.4
Cc1ccc(Cl)cc1NC(=O)Cn1nc2c(cc1=O)CCCC2	-9.6	-1.0
CCOC(=O)c1sc(N2N=C(C)/C(=C\c3ccc(C)o3)C2=O)nc1C	0.8	/
O=C(Nc1ccc(N2CCN(c3ccccc3)C2=O)nc1)c1ccc(F)cc1	1.4	-0.8
O=C(Nc1cccc(C(F)(F)F)c1)c1csc2c1CCCC2	-16.0&-24.0	-7.0&-22.3
COc1ccc(NC(=O)Cc2csc(NC(=O)C3CC3)n2)cc1C	-9.6	-6.7
O=C(NCCNC(=O)C12CC3CC(CC(C3)C1)C2)C12CC3CC(CC(C3)C1)C2	-1.5	-2.9
Cc1cc(N2CCCCC2)nc(N)n1	-3.8	3.7
O=C(NCC(=O)N1CCCc2ccccc21)c1n[nH]c2c1CCCC2	-0.5	-3.3
Cc1ccc2cc3cc(C(=O)Nc4ccc(F)c(Cl)c4)oc3nc2c1	-6.0	10.9
Cn1nccc1C(=O)Nc1sccc1-c1nc2ccccc2s1	-12.9	-3.5
O=C1OC(c2cccc([N+](=O)[O-])c2)=N/C1=C\c1ccccc1Cl	2.0	12.9

Full records as entered above. Values in the order: mHTT-CaM PPI inh | Pf apPOL inh
`CCOC(=O)c1sc(N2N=C(C)/C(=C\c3ccc(C)o3)C2=O)nc1C` as listed: 0.8 | /
`O=C(Nc1cccc(C(F)(F)F)c1)c1csc2c1CCCC2` as listed: -16.0&-24.0 | -7.0&-22.3

The listing continues:
SMILES	mHTT-CaM PPI inh	Pf apPOL inh
O=C(c1cccs1)N1CCN(c2nnc3ccc(C(F)(F)F)cn23)CC1	-2.4	2.2
Cc1ccc(NC(=O)c2noc3c2CCCCC3)cc1	-13.1	-5.9
O=C(c1ccc(OCC2CCCN(C(=O)c3cccs3)C2)cc1)N1CCCCC1 (stereo unspecified)	-8.2	-0.8
O=C(CCCCCn1c(=O)[nH]c2ccsc2c1=O)NCCc1ccc(Cl)cc1	1.0	-2.6
CN(C)c1ccc(CN2CCc3c([nH]c4ccccc34)C2)cc1	59.7*	-39.7
CCN(CC)C(=O)/C(=C\c1ccc(OC)cc1)NC(=O)c1ccco1	-1.9	-6.5
CCCCS(=O)(=O)N1CCC(Cc2nc3cccnc3n2C)C1 (stereo unspecified)	-2.3	-3.7
Cc1ccc(C(=O)Nc2nc3ccc(S(C)(=O)=O)cc3s2)cc1	-1.0	0.2
O=C(c1nccc2ccccc12)N1CC2CN(S(=O)(=O)c3ccc(F)cc3)CC(C1)O2	14.6	-10.6
N#Cc1c(C(F)(F)F)cc(-c2cccs2)nc1Sc1ccc(Cl)cc1	/	0.1
Cc1noc(C)c1C1CCCN1C(=O)Cc1c(F)cccc1Cl (stereo unspecified)	-4.0	1.9
COc1ccc(Cl)cc1NC(=O)CSc1nnc(-c2ccc(=O)n(C)c2)n1C	-6.8	-3.4
N#Cc1ccc(-c2ccc(OC(=O)CS(=O)c3ccccc3[N+](=O)[O-])cc2)cc1 (stereo unspecified)	1.0	-4.6
CN1C(=O)C2(CCN(S(=O)(=O)c3ccc(F)c(F)c3)C2)c2ccccc21 (stereo unspecified)	-6.3	-2.9

Source: PubChem
